mcGAS lum – mouse cGAS inhibition by luminescence; Q8C6L5; recombinant cGAS, Kinase-Glo ATP depletion luminescence; 0.15% of 160,000 active; inhibition, % at 12.5 µM; AID 1259399;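 note: 0% = negative control wells and 100% = reference inhibitor with no enzyme activity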
hcGAS inh – human cGAS inhibition | recombinant h-cGAS, ATP depletion, Kinase-Glo luminescence | 0.081% of 290,000 active | inhibition, % at 12.5 µM | AID 1259398;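 note: 0% = vehicle reaction and 100% = reaction without DNA for no activity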
Target sequence (Q8N884 whole entry, looked up): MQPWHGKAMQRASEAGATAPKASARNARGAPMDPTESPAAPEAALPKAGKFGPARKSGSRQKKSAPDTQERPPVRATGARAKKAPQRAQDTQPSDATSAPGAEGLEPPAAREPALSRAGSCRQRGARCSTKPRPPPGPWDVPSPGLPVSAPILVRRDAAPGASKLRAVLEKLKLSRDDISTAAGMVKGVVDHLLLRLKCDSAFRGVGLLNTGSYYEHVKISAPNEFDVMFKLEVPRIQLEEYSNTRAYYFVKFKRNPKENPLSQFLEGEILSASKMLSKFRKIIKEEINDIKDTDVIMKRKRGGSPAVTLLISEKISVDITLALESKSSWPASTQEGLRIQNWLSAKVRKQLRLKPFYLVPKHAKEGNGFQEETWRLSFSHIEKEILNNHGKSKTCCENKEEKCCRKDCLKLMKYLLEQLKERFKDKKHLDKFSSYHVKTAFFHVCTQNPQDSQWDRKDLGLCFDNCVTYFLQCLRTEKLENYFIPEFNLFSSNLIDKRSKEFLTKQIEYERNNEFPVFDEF
NPYLR7 ag – mosquito NPYLR7 agonism; 0.15% of 270,000 active; activation, % at 10 µM; HEK293T NPYLR7/Galpha15, GCaMP6s calcium fluorescence; in the data active = activation above about 40%;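 note: 0% = vehicle and 100% = reference agonist at the receptor; some compounds past the cut are filed as inactive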
* hit, by the source's call; & = joins results of further samples. Cut-off read from the data, not from the text of the source, unless noted: active = inhibition above about 40%; inactive = the rest.

Screening Nc1cc(-c2cccc(C(F)(F)F)c2)nn1-c1ccc(C(=O)NCC(c2ccccc2)c2ccccc2)cc1 returned mcGAS lum 1, hcGAS inh -1 and NPYLR7 ag -17.
`CCCCOc1ccc(C(=O)N(CCCC)CC(=O)N2CCc3sccc3C2c2ccccc2C)cc1` (stereo unspecified) gave mcGAS lum 0, hcGAS inh 5 and NPYLR7 ag 0.
For O=C(O)CCCn1cccc1 the results were hcGAS inh -12 and NPYLR7 ag 17.
`CCCCc1ccc(-c2nc(C=Nc3ccccc3I)c(O)o2)cc1` gave hcGAS inh -6 and NPYLR7 ag -1.
`CCOc1ccc(-c2nc(NN=Cc3ccc(OC)c(OC)c3)sc2C)cc1` gave hcGAS inh -6 and NPYLR7 ag 18.
CN(C)S(=O)(=O)c1ccccc1CNc1cccc(F)n1 was read as mcGAS lum -9, hcGAS inh -9 and NPYLR7 ag 1.
Screening CC1C(=O)N(c2ccccc2-c2ccccc2)CCN1C(=O)Cc1ccccc1 (stereo unspecified) returned mcGAS lum -4, hcGAS inh 0 and NPYLR7 ag -4.
Screening C=CCCC(O)(CCC=C)c1ccc(CN(CCN2CCOCC2)Cc2ccc(C)s2)o1 returned mcGAS lum -2, hcGAS inh -1 and NPYLR7 ag -8.
`C=CCNC(=O)Cn1c(-n2nc(C)cc2C)nc(C)c(C)c1=O` gave mcGAS lum -9, hcGAS inh -15 and NPYLR7 ag 1.
CN(C)c1nc(N(C)C)nc(N2CC(=O)N(c3ccccc3)C2=N)n1 was read as hcGAS inh -3 and NPYLR7 ag -3.
CCNC(=O)CC1Nc2cc(C)c(C)cc2NC1=O (stereo unspecified) was read as hcGAS inh -8 and NPYLR7 ag 2.
Cc1nc(-c2ccccc2)nc(N2CCN(S(C)(=O)=O)CC2)c1Cc1ccccc1F was read as mcGAS lum -8, hcGAS inh -6 and NPYLR7 ag -2.
For COc1cc2nc(/C=C/c3ccco3)oc(=O)c2cc1OC the results were mcGAS lum -4, hcGAS inh -5 and NPYLR7 ag 17.
For OCC#CCSc1nnc(-c2ccccc2Br)o1 the results were hcGAS inh 1 and NPYLR7 ag 6.
Screening OC1(c2ccc3c(c2)OCCO3)CN(c2ccccc2)C2=[N+]1CCCS2 (stereo unspecified) returned hcGAS inh 0 and NPYLR7 ag 8.
Screening COc1ccc(C(=O)N2CCC(n3c(=O)[nH]c4ccccc43)CC2)cc1Oc1nc(Cc2ccccc2)ns1 returned mcGAS lum -3, hcGAS inh -1 and NPYLR7 ag 9.
For COc1ccc(NC(=O)N2CCC3(CC2)SCCN3C(=O)c2ccc(Cl)cc2Cl)c(OC)c1 the results were mcGAS lum -4, hcGAS inh -3 and NPYLR7 ag 7.
For CCn1ncc(C(=O)N(CC#Cc2ccccc2)C2CC2)c1C the results were mcGAS lum -1, hcGAS inh 3 and NPYLR7 ag 4.
For CCN(CC1CCN(Cc2ccccc2)C1)C(=O)Nc1cc(C)no1 (stereo unspecified) the results were hcGAS inh 4 and NPYLR7 ag -6.
`COc1cc2c(cc1OC)C1CN(C(=O)c3cc4ccccc4s3)CC(=O)N1CC2` (stereo unspecified) gave mcGAS lum -8, hcGAS inh -9 and NPYLR7 ag 1.

A draw from above in order of heavy-atom count, lowest first:
For OCC#CCSc1nnc(-c2ccccc2Br)o1 the results were hcGAS inh 1 and NPYLR7 ag 6.
CCNC(=O)CC1Nc2cc(C)c(C)cc2NC1=O (stereo unspecified) was read as hcGAS inh -8 and NPYLR7 ag 2.
For COc1ccc(NC(=O)N2CCC3(CC2)SCCN3C(=O)c2ccc(Cl)cc2Cl)c(OC)c1 the results were mcGAS lum -4, hcGAS inh -3 and NPYLR7 ag 7.

Next structures:
For CN(Cc1n[nH]c2c1CCCC2)C(=O)c1cn(CC2COc3ccccc3O2)nn1 (stereo unspecified) the results were mcGAS lum -7, hcGAS inh -7 and NPYLR7 ag 2.
Fc1ccc(N2CCN(C3CCCN(Cc4cccn4-c4ccccn4)C3)CC2)cc1 (stereo unspecified) was read as mcGAS lum -9, hcGAS inh -7 and NPYLR7 ag 26.
O=C(c1c[nH]c(=S)n1-c1ccc(F)cc1)N1CCN(S(=O)(=O)c2ccccc2F)CC1 was read as mcGAS lum -8, hcGAS inh -2 and NPYLR7 ag 5.
For CN(Cc1cccc2cnccc12)c1ncnc2[nH]ccc12 the results were mcGAS lum -9, hcGAS inh -8 and NPYLR7 ag 18.
Cc1ccc2[nH]c3nc(N/N=C\c4ccc(-c5cccc([N+](=O)[O-])c5)o4)nnc3c2c1 was read as hcGAS inh -6 and NPYLR7 ag -14.
Screening CC1=NN(c2ccc(C(=O)NC3CC4CC3C3CCCC43)cc2)CC1 (stereo unspecified) returned hcGAS inh -17&6 and NPYLR7 ag 4&-3.
Cn1ccnc1CN(C(=O)c1c(O)cccc1O)C1CC1 was read as mcGAS lum -17, hcGAS inh -6 and NPYLR7 ag -1.
For Cn1c(=O)[nH]c(=O)c2c1nc(N1CCCCCC1)n2Cc1ccccc1Cl the results were mcGAS lum -5, hcGAS inh -1 and NPYLR7 ag 2.
Screening CCc1nc2ccc(C(=O)NCCN3CCOCC3)cn2c1N(C)Cc1cccs1 returned mcGAS lum -3, hcGAS inh -5 and NPYLR7 ag 6.
`CCCC(C)NC(=O)c1cc([N+](=O)[O-])ccc1Cl` (stereo unspecified) gave mcGAS lum -2, hcGAS inh -8 and NPYLR7 ag 0.
`CC(=O)c1ccc(S(=O)(=O)Nc2ccc(Cl)c(S(=O)(=O)N(C)C)c2)cc1` gave mcGAS lum -7, hcGAS inh -4 and NPYLR7 ag 0.
Screening COc1ccc(C(=O)C[n+]2ccc3c(c2)nnn3C)cc1 returned hcGAS inh -2 and NPYLR7 ag 0.
Screening CCCCCn1c(=O)c2c(nc3n(CCOC)c(C)c(C)n23)n(C)c1=O returned hcGAS inh -7 and NPYLR7 ag -1.
For COc1cccc(-c2cc(-c3ccc(C(=O)NCc4ccc5c(c4)OCO5)cc3)[nH]n2)c1 the results were mcGAS lum 0, hcGAS inh 0 and NPYLR7 ag 2.
Screening Cc1cccc(-c2cccc(NC(=O)C3CCCN(C(=O)c4ccnc(N)c4)C3)c2)c1 (stereo unspecified) returned hcGAS inh -10 and NPYLR7 ag 2.
COCCN(CC(=O)N1CCc2sccc2C1c1ccccc1C)C(=O)c1ccc([N+](=O)[O-])cc1 (stereo unspecified) was read as mcGAS lum 0, hcGAS inh -1 and NPYLR7 ag -17.
Cc1cnc(NC(=O)c2ccc(CN(C)Cc3cnc(N)nc3)cc2)s1 was read as hcGAS inh -6 and NPYLR7 ag 6.
Screening CC1CCc2c(sc3nc(CN(C)C4CCCCC4)[nH]c(=O)c23)C1 (stereo unspecified) returned hcGAS inh -2 and NPYLR7 ag -4.
`CN(C)CCOC(=O)c1cccc2c1-c1ccccc1C2=O` gave hcGAS inh 24 and NPYLR7 ag 2.
Screening C=CCN(C(=O)Cc1csc(C)n1)C1(C)CCS(=O)(=O)C1 (stereo unspecified) returned mcGAS lum -11, hcGAS inh -5 and NPYLR7 ag 0.
`CCOC(=O)c1ccc2c(c1)nc(SCc1nc(-c3cccc(F)c3)oc1C)n2CCOC` gave mcGAS lum 0, hcGAS inh 3 and NPYLR7 ag 14.
CCNC(=O)c1ccc(NC(=O)NCc2cccc(OC)c2)c(C)c1 was read as mcGAS lum -9, hcGAS inh -2 and NPYLR7 ag 10.
Screening Cc1cc(NC(=O)CC2CSc3nc4c(cnn4-c4ccccc4)c(=O)n32)no1 (stereo unspecified) returned mcGAS lum -7, hcGAS inh -12 and NPYLR7 ag 1.
For O=S1(=O)CCC(S(=O)(=O)NC2CCCCC2C(F)(F)F)CC1 (stereo unspecified) the results were hcGAS inh -5 and NPYLR7 ag 9.
CN(C)CCn1ccnc1-c1ccc(C#CC(C)(C)O)cc1 was read as hcGAS inh -8 and NPYLR7 ag 3.
O=C(Nc1nccs1)C1CCCCN1C(=O)c1cccs1 (stereo unspecified) was read as mcGAS lum -5, hcGAS inh -3 and NPYLR7 ag 9.
Screening CCn1c(C2CCN(C(=O)[C@@H]3CCCN4CCCC[C@H]34)CC2)nn(C)c1=O returned mcGAS lum -7 and hcGAS inh -13.
For NC(=O)c1cccc(CC2CCN(C(=O)c3ncccc3O)C2)c1 (stereo unspecified) the results were hcGAS inh 0 and NPYLR7 ag 2.
Screening CCOC(=O)c1cn[nH]c1S(=O)(=O)N1CCC2(CC1)OCCO2 returned mcGAS lum -7, hcGAS inh -5 and NPYLR7 ag -2.
Cc1cc(C)cc(COc2coc(CN3CCN(C(=O)c4ccc(F)c(C(F)(F)F)c4)CC3)cc2=O)c1 was read as mcGAS lum -6, hcGAS inh -4 and NPYLR7 ag 20.
`CN1CCN(S(=O)(=O)c2ccc3c(c2)OCCO3)CC1` gave hcGAS inh 0 and NPYLR7 ag 2.
`Cc1ccc(CN(CCc2c[nH]c3ccccc23)C(=O)CN(C(=O)NC23CC4CC(CC(C4)C2)C3)C(C)C)cc1` gave mcGAS lum -4, hcGAS inh -7 and NPYLR7 ag 22.
Screening CC(c1cc(F)ccc1F)N(C)C(=O)NCC(=O)N(C)C (stereo unspecified) returned hcGAS inh -18&-5 and NPYLR7 ag 14&1.
Screening Cc1nn(Cc2ccc(C(F)(F)F)cc2)c(=O)c2c1cnn2-c1ccccc1 returned hcGAS inh -2 and NPYLR7 ag 4.
Screening CN(Cc1nc(Cc2ccccc2Cl)no1)CC1CCOCC1 returned hcGAS inh -12 and NPYLR7 ag 4.
`FC(F)(F)c1cnc(Sc2n[nH]c(-c3ccccc3)n2)c(Cl)c1` gave hcGAS inh 1 and NPYLR7 ag 4.
`Cc1cc(C)n2nc(SCC(=O)NCCc3ccccc3C)nc2n1` gave hcGAS inh -3 and NPYLR7 ag 9.
For CC1Cc2cc(-c3cc(COC(=O)c4cc5ccccc5oc4=O)no3)ccc2O1 (stereo unspecified) the results were hcGAS inh -7 and NPYLR7 ag 0.
N#Cc1ccc(Sc2nnnn2CCc2cccs2)nc1 was read as hcGAS inh 0 and NPYLR7 ag -3.
`CC(C)CNC(=O)C1(C)CCCN1C(=O)COCc1ccccc1` (stereo unspecified) gave mcGAS lum -6, hcGAS inh -15 and NPYLR7 ag 5.

A portion from further up, for reference:
`CCOC(=O)c1ccc2c(c1)nc(SCc1nc(-c3cccc(F)c3)oc1C)n2CCOC` gave mcGAS lum 0, hcGAS inh 3 and NPYLR7 ag 14.
CCNC(=O)c1ccc(NC(=O)NCc2cccc(OC)c2)c(C)c1 was read as mcGAS lum -9, hcGAS inh -2 and NPYLR7 ag 10.
Screening Cc1cc(NC(=O)CC2CSc3nc4c(cnn4-c4ccccc4)c(=O)n32)no1 (stereo unspecified) returned mcGAS lum -7, hcGAS inh -12 and NPYLR7 ag 1.
For O=S1(=O)CCC(S(=O)(=O)NC2CCCCC2C(F)(F)F)CC1 (stereo unspecified) the results were hcGAS inh -5 and NPYLR7 ag 9.

Further compounds follow.
COc1cccc(Cn2nc3n(CCC(=O)NC4CCCCC4)c(=O)c4ccccc4n3c2=O)c1 was read as hcGAS inh 3 and NPYLR7 ag -3.
`COc1ccc(C(=O)N(Cc2cc(NC(=O)C3CC3)ccc2N(C)C)CC2CC2)cc1` gave mcGAS lum -5, hcGAS inh 3 and NPYLR7 ag 5.
Screening CN(Cc1c(F)cccc1Cl)c1cncc(-n2cccn2)n1 returned hcGAS inh -7 and NPYLR7 ag 3.
CN1CCN(C(=O)c2cn(Cc3ccc(F)cc3Cl)nn2)[C@@H](c2ccccc2)C1 was read as mcGAS lum -11 and hcGAS inh -7.
CCOc1ccccc1C(=O)Nc1c(C)nc2ccc(C)cn2c1=O was read as hcGAS inh -17 and NPYLR7 ag 4.
CC(=O)N1CCN(c2ccc(F)c(Cl)c2)C(=O)C1C (stereo unspecified) was read as mcGAS lum -4, hcGAS inh -4 and NPYLR7 ag 2.
`N#Cc1nc(-c2ccc(COc3ccc(Cl)cc3)o2)oc1NCc1ccco1` gave mcGAS lum -7, hcGAS inh -7 and NPYLR7 ag 1.
Screening COc1ccccc1-n1c(SCc2nc(C(=O)O)cs2)nnc1-c1ccncc1 returned mcGAS lum -3, hcGAS inh 4 and NPYLR7 ag 12.
For O=C1C2C(c3ccccc3)OC3(C(=O)c4ccccc4C3=O)C2C(=O)N1c1cccc2ccccc12 (stereo unspecified) the results were hcGAS inh -7 and NPYLR7 ag 0.
Screening CC1=NN(c2ccc(Br)cc2)C(=O)/C1=C\c1ccc(-c2ccc(Cl)c(C(=O)O)c2)o1 returned mcGAS lum 1, hcGAS inh 1 and NPYLR7 ag -2.
For Cc1cc(O)c(CN(C)C2CCS(=O)(=O)C2)cc1C(C)C (stereo unspecified) the results were mcGAS lum -7, hcGAS inh -5&-12 and NPYLR7 ag 10&10.
`O=C(C[C@@H]1O[C@H](CNC(=O)c2ccccc2)[C@@H](O)[C@H]1O)NCc1ccc(F)cc1` gave mcGAS lum -6, hcGAS inh -4 and NPYLR7 ag -9.
